Compound activity (PubChem)
NPYLR7 agonist – agonists of mosquito NPYLR7 receptor, primary screen, cell-based, Aedes aegypti, calcium fluorescence, mosquito biting behavior. 270,000 tested, 0.15% active. HEK293T NPYLR7/Galpha15, GCaMP6s calcium fluorescence. activation, % at 10 µM. Aedes aegypti neuropeptide Y-like receptor 7 (NPYLR7); in the data active means activation above about 40%;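 further: 0% = vehicle and 100% = reference agonist at the receptor; some compounds past the cut are filed as inactive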
mcGAS inh – cyclic GMP-AMP synthase inhibitors, mouse, primary biochemical chemiluminescence | recombinant cGAS, Kinase-Glo ATP depletion luminescence | Q8C6L5 | AID 1259399, 2018 | inhibition, % at 12.5 µM | 160,000 tested, 0.15% active;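 further: 0% = negative control wells and 100% = reference inhibitor with no enzyme activity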
hcGAS inh – Primary biochemical luminescence assay for human cyclic GMP-AMP synthase inhibitors | Q8N884 | recombinant h-cGAS, ATP depletion, Kinase-Glo luminescence | inhibition, % at 12.5 µM | 290,000 tested, 0.081% active;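 further: 0% = vehicle reaction and 100% = reaction without DNA for no activity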
Target sequence (Q8N884 whole entry, looked up): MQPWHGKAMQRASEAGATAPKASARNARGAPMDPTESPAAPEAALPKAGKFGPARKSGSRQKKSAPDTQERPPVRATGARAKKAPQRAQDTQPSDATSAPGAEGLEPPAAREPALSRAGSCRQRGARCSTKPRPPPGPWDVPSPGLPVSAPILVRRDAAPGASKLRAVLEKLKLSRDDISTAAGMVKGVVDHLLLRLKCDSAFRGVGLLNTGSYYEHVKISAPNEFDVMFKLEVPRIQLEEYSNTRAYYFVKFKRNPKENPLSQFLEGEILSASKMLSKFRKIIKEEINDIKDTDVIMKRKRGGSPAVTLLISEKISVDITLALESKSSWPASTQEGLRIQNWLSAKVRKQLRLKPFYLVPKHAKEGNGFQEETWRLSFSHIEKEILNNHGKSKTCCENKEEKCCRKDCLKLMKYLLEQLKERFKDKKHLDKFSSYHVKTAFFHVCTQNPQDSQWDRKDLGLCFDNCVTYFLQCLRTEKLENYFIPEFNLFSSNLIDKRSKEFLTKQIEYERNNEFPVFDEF
The depositor's hits bear a star; x = not tested or not shown; & = joins results of further samples. Unless noted, no stated cut-off is given here; in the data, active means inhibition above about 40%; inactive means the rest.

SMILES	NPYLR7 agonist	mcGAS inh	hcGAS inh
CC(=O)N1CCN(c2ccnc3c2c(=O)n(CC(=O)N2CCCCCC2)c(=O)n3C)CC1	1.1	-8.0	-9.1
Cn1nnnc1SCc1ccc(C#N)cc1	8.1	x	-3.2
CCn1c(CCC(=O)NCCOC)nc2cc(S(=O)(=O)N3CCOCC3)ccc21	19.4	0.0	2.7
COC(=O)c1ccc(CN(CCN2CCOCC2)Cc2ccc(OC)c(OC)c2)o1	-1.9	x	-7.4
Cc1nc(C(C)(C)C)nc2sc(C(=O)NC3CC3)c(C)c12	7.8	-6.8	-9.2
Cc1nn(CC(=O)c2cc(C)n(C(C)C)c2C)c(C)c1[N+](=O)[O-]	-2.6	x	-3.6
COc1ccc(/C=C2\SC(=S)N(CCC(=O)N3CCN(C)CC3)C2=O)cc1	-7.6	-5.1	-0.6
CCOC(=O)c1ccsc1NC(=O)CN1CCn2cccc2C1C (stereo not given)	-1.8	-15.9	-8.2
Cc1ccccc1-n1nc2c(c1NC(=O)c1ccc(OC(C)C)cc1)CS(=O)C2 (stereo not given)	-0.3	x	-2.2
Cc1cn2c3c(=O)n(CC=Cc4ccccc4)c(=O)n(C)c3nc2n1Cc1ccco1	1.0	-2.1	-2.7
O=C(NCCCN1CCOCC1)c1cc(-c2ccccc2F)nc2cc(-c3ccccc3)nn12	-12.3	-1.2	-0.8
Cc1cc(C)c2sc(N(Cc3ccccn3)C(=O)Cc3ccc(S(C)(=O)=O)cc3)nc2c1	13.2	x	-6.7
Cn1c(SCCN2CCOCC2)nc2sc3c(c2c1=O)CCCC3	4.5	x	-12.6
COC(=O)COC(=O)c1cnc(-c2ccncc2)s1	4.9	x	2.5
CC1=C[C@@H](CNC(=O)c2ccc(C#N)cc2)[C@H](C(C)C)C[C@H]1Cc1nnc(-c2ccncc2)o1	-6.2	-5.9	-5.0
Nc1ccc2nn(-c3ccc(F)cc3)nc2c1	11.2&6.0	-3.2	-9.4&-2.5
Cc1ccc(C)c(OCCN(C)Cc2nc3ccccc3n2C)c1	0.1	x	-4.0
NC(=O)N1CCC(C(=O)O)CC1	17.4	x	-7.5
CNC(=O)C1CCN(C(C)c2nc(C(C)(C)C)no2)CC1 (stereo not given)	2.3	x	-11.1
CSc1nnc(C)c(=O)n1COC(=O)c1ccc(C)c(C)c1	3.4	-8.6	-9.6
O=C1NC2(CCN(C(=O)C3CC3)CC2)Nc2cccc(Cl)c21	-0.5	-5.4	-8.0
COc1ccc(CCN(C)CCCC(C#N)(c2cc(OC)c(OC)c(OC)c2)C(C)C)cc1OC (stereo not given)	4.3	-3.6	-8.8
CCn1c(CC2CCN(C(=O)c3c(C)cc(C)n(C)c3=O)CC2)n[nH]c1=O	x	-8.6	-3.1
O=C(CC1COCCN1)NCc1cc(-c2ccccn2)no1 (stereo not given)	6.5	x	-2.2
CCOc1cccc(C=Nc2cc(C)on2)c1O	-17.2	x	3.6
Following part
SMILES	NPYLR7 agonist	mcGAS inh	hcGAS inh
O=C(C1CCCC1)N1CCCC(OCc2ccc(OC(F)(F)F)cc2)C1 (stereo not given)	-5.5	1.8	-2.8
C#CC(C)(CC)OCC(O)CN1CCCC1 (stereo not given)	-0.4	-8.8	-8.7
O=C(NCCCOc1cccc([N+](=O)[O-])c1)c1ccccc1Oc1ccccc1	-5.8	-1.9	-4.1
COc1ccc(-c2nc3nc(-c4ccc(OC)c(OC)c4)cc(C(=O)O)c3[nH]2)cc1	-2.0	2.3	-0.4
O=C(O)CC1C(=O)NC2(CCCC2)CN1C(=O)c1ccccc1F (stereo not given)	16.7	x	-6.3
CCCC(Sc1nnc(-c2cc(OC)cc(OC)c2)n1C1CCCCC1)C(=O)OCC (stereo not given)	-11.9	-4.9	-4.7
CCN(C(=O)c1cc2c(=O)n(C)c(=O)n(C)c2n1CCOC)c1ccccc1C	-4.0	-9.8	-6.9
O=C(c1ccccc1Cl)N1CCCC(OCc2cccc(F)c2F)C1 (stereo not given)	-1.0	x	-3.9
CCOC(=O)CSc1nc(C2CC2)cc(-c2ccc(OC)cc2)c1C#N	7.7	-3.9	-0.2
COCCN(Cc1ccc2ccccc2n1)Cc1ccccc1F	3.5	-12.8	-5.1
O=C(c1sc2ccccc2c1Cl)N1CCC(n2nc(-c3ccccc3)cc2-c2ccccc2)CC1	x	-6.5	-10.3
CSC1CCCC1N(C)CCS(C)(=O)=O (stereo not given)	34.8	x	-0.2
Cc1cc(I)ccc1NC(=O)CN(Cc1ccco1)C1CCS(=O)(=O)C1 (stereo not given)	5.2	x	-3.4
O=C(c1cccs1)N1CCCC(c2nnc(Cc3ccc(F)cc3)o2)C1 (stereo not given)	-4.6	-7.1	-6.0
N#C/C(=C\c1ccc(-c2ccccc2[N+](=O)[O-])o1)C(=O)Nn1cnnc1	-7.5	15.7	5.2
COC(=O)C1CCCCN1Cc1cn[nH]c1-c1ccc(OC)c(F)c1 (stereo not given)	-0.8	-6.5	-4.7
CCC(CC)NC(=O)c1cc2c(nc3sccn32)s1	6.5	x	-3.8
COc1cccc(COC(CN2CCN(C(=O)C3C[C@H]3c3ccccc3)CC2)c2ccc(Cl)cc2)c1 (stereo not given in full)	x	-3.5	1.3
Cc1ccc(F)cc1S(=O)(=O)N1CCN(c2nccc(-c3cccs3)n2)CC1	6.3	-5.6	-5.0
FC(F)(F)C(OCc1n[nH]c(Cc2ccccc2)n1)c1ccccc1 (stereo not given)	-1.2	x	0.0
Clc1ccc2c(NN=Cc3cccnc3)ccnc2c1	-1.9	0.9	1.3
COc1cc(CN2CCn3nc(C(=O)NCCc4ccccn4)cc3C2=O)cc(OC)c1	-4.3	-4.0	-6.4
CN(Cc1ccc(Cl)s1)C(=O)CN(C)C1CCS(=O)CC1 (stereo not given)	3.2	x	-7.9
COCCNC(=O)CCc1csc(NC(=O)c2ccc[nH]c2=O)n1	-12.1	-4.9	-1.4
CCOC(=O)CC(=O)CSc1ncnc2c1nnn2-c1ccc(OC)cc1	7.7	-4.2	-4.0

Part of the list above in a different format:
Compound,NPYLR7 agonist,mcGAS inh,hcGAS inh
CCOC(=O)CSc1nc(C2CC2)cc(-c2ccc(OC)cc2)c1C#N,7.7,-3.9,-0.2
COCCN(Cc1ccc2ccccc2n1)Cc1ccccc1F,3.5,-12.8,-5.1
O=C(c1sc2ccccc2c1Cl)N1CCC(n2nc(-c3ccccc3)cc2-c2ccccc2)CC1,x,-6.5,-10.3
CSC1CCCC1N(C)CCS(C)(=O)=O (stereo not given),34.8,x,-0.2
Cc1cc(I)ccc1NC(=O)CN(Cc1ccco1)C1CCS(=O)(=O)C1 (stereo not given),5.2,x,-3.4
O=C(c1cccs1)N1CCCC(c2nnc(Cc3ccc(F)cc3)o2)C1 (stereo not given),-4.6,-7.1,-6.0
N#C/C(=C\c1ccc(-c2ccccc2[N+](=O)[O-])o1)C(=O)Nn1cnnc1,-7.5,15.7,5.2
COC(=O)C1CCCCN1Cc1cn[nH]c1-c1ccc(OC)c(F)c1 (stereo not given),-0.8,-6.5,-4.7
CCC(CC)NC(=O)c1cc2c(nc3sccn32)s1,6.5,x,-3.8
COc1cccc(COC(CN2CCN(C(=O)C3C[C@H]3c3ccccc3)CC2)c2ccc(Cl)cc2)c1 (stereo not given in full),x,-3.5,1.3
Cc1ccc(F)cc1S(=O)(=O)N1CCN(c2nccc(-c3cccs3)n2)CC1,6.3,-5.6,-5.0
FC(F)(F)C(OCc1n[nH]c(Cc2ccccc2)n1)c1ccccc1 (stereo not given),-1.2,x,0.0
Clc1ccc2c(NN=Cc3cccnc3)ccnc2c1,-1.9,0.9,1.3
COc1cc(CN2CCn3nc(C(=O)NCCc4ccccn4)cc3C2=O)cc(OC)c1,-4.3,-4.0,-6.4
CN(Cc1ccc(Cl)s1)C(=O)CN(C)C1CCS(=O)CC1 (stereo not given),3.2,x,-7.9
COCCNC(=O)CCc1csc(NC(=O)c2ccc[nH]c2=O)n1,-12.1,-4.9,-1.4
CCOC(=O)CC(=O)CSc1ncnc2c1nnn2-c1ccc(OC)cc1,7.7,-4.2,-4.0

Carrying on.
SMILES	NPYLR7 agonist	mcGAS inh	hcGAS inh
CCOc1ncccc1C(=O)N1CCCn2nc(C(=O)NC3CC3)cc2C1	-3.4	x	1.1
O=C(Nc1ccc(-c2ncn[nH]2)cc1)c1ccccc1OC1CCCC1	-1.6	-11.7	-4.8
Cc1cccc(OCc2nc(CN(CCN3CCOCC3)C(=O)c3ccco3)cs2)c1C	x	-4.2	-4.2
Cc1nc2c([nH]1)C(c1cccc([N+](=O)[O-])c1)C(C#N)C(=N)O2 (stereo not given)	1.4	x	3.1
Cc1ccc(S(=O)(=O)NC(=O)C2(C)CCN2C(=O)C2(c3ccccc3)CCCC2)cc1 (stereo not given)	0.5	x	-9.8
COc1cc2c(cc1OC)C(c1cccc(Cl)c1)N(C(=O)c1ccco1)CC2 (stereo not given)	-3.9	-6.4	-3.9
CC(=O)Nc1ccc(S(=O)(=O)NC(Cc2ccccc2)c2nnc(SCc3ccccc3)n2-c2cc(Cl)ccc2C)cc1 (stereo not given)	-9.1	0.4	1.7
COc1ccc(-c2cc(CO)no2)cc1	-1.6	x	-3.3
Cc1ccc2cc(CCNC(=O)c3ccc(C(F)(F)F)cc3)c(=O)[nH]c2c1C	0.7	x	-9.8
COc1ccc(-c2noc(C3CCN(C(=O)C(C)Oc4ccccc4)CC3)n2)cc1 (stereo not given)	4.9	-6.1	-11.6
COc1ccc(S(=O)C(C)c2ncc(C(C)(C)C)o2)cc1OC (stereo not given)	2.1	x	-12.1
CN(C)C(=O)CN1CCN(C(=O)CC(c2ccccc2)c2ccccc2F)CC1 (stereo not given)	2.7	x	-5.9
COc1ccc(C(=O)Nc2c3c(nn2C(C)(C)C)CS(=O)C3)c(OC)c1 (stereo not given)	-2.4	x	-4.7
Cc1cccc(-n2c(-c3ccc(Cl)cc3)cc(C(=O)NC(C)CCc3ccccc3)c2C)c1 (stereo not given)	-8.6	-2.0	-5.5
Cc1cc(NC(=O)c2cccc(F)c2)n(-c2nc3c(c(=O)[nH]2)CCC3)n1	1.7	-6.6	-5.5
CC(C)Nc1ncccc1C(=O)Nc1cccc(Oc2ccccc2)c1	-6.4	-4.3	-9.0
O=C(CCCN1CCOCC1)Nc1cc(C(=O)Nc2cccc(C(F)(F)F)c2)ccc1N1CC2CC(C1)c1cccc(=O)n1C2 (stereo not given)	-4.4	x	-6.8
CCCCc1ccc(C(=O)N(CC(=O)Nc2cc(C(C)(C)C)nn2-c2ccc(C)cc2C)Cc2ccco2)cc1	-1.2	-6.3	-13.0
CN(CC(O)COC12CC3CC(CC(C3)C1)C2)C1CCCCC1 (stereo not given)	7.7	-9.1	-4.9
O=C(CN1CCOCC1)Nc1ncc(Cc2ccccc2)s1	0.5	-6.1	-7.6
CC(=O)c1c(C)cc(C)c(COc2ccc(C(N)=O)cc2)c1C	1.5	-8.5	-5.6
O=C(NCc1cccc(-c2ncc(-c3ccccc3)[nH]2)c1)c1cccc(F)c1	3.6	-7.7	-7.5
CN(Cc1ccccc1F)C(=O)c1cccc2cn[nH]c12	8.2	-6.0	-6.4
CC(C)(C)c1ccc(CC(=O)N2CCC2(C)C(=O)Nc2cnc3ccccc3c2)cc1 (stereo not given)	7.7	x	-3.3
CCOC(=O)c1c(CN2CCCCC2)n(-c2ccccc2)c2cc(Br)c(O)c(CN(C)C)c12	-12.3	-3.9	-4.5
(cont.)
SMILES	NPYLR7 agonist	mcGAS inh	hcGAS inh
CCOc1cc(C2NC(=S)N(c3ccc4c(c3)OCCO4)C(C)=C2C(=O)OC)ccc1OC (stereo not given)	0.3	x	-2.4
CC(C)Cc1nnc(-c2cc3ccccc3n2CC(=O)NCc2ccc(F)cc2)o1	1.7	-9.4	-6.4
O=c1c2cc3c(=O)n(CCc4ccccc4)ccc3nc2ccn1CCO	1.9	x	-5.5
COc1ccc(CN2CCCC(CNC(=O)NC(C)C)C2)cc1O (stereo not given)	-2.7	x	0.6
Cc1ccn2c(=O)c(NC(=O)c3ccc(C(C)(C)C)cc3)c(C)nc2c1	-4.1	x	8.7
CSc1ccc(C(=O)CCC(=O)N[C@@H](C)[C@H](O)c2ccccc2)cc1	-4.4	0.8	-2.3
C=CCC1(CC=C)CCCN1C(=O)c1cccc(NC(=O)CC)c1	-1.0	-12.2	-6.6
Cc1cc(C)c(C=NNc2nc3ccccc3o2)c(C)c1	3.8	-5.6	-7.0
COc1ccc(Cl)cc1-c1nc(C=Nc2ccc(Cl)cn2)c(O)o1	-2.5	-4.1	-3.8
CCn1cc(C(CC(=O)N2CCN(c3ccccc3F)CC2)c2cc(OC)cc(OC)c2)c2ccccc21 (stereo not given)	0.0	-4.3	0.7
O=C1CC(c2cccc(Oc3ccccc3)c2)NC(=O)N1 (stereo not given)	-4.5&7.7	x	-1.3&-11.6
CCN(CC)c1ccc(C(F)(F)F)cc1NC(=O)c1c(C)noc1C	8.5	x	-13.8
Cc1[nH]n(-c2c(F)c(F)c(F)c(F)c2F)c(=O)c1C=NCc1ccc(F)cc1	-8.1	-5.6	0.1
